MCF10A rerep = inducers of DNA re-replication in MCF 10A breast cells; MCF 10A DNA re-replication, Hoechst nuclear intensity, 48 h; Potency, µM (highest dose often 46.1 µM), for inactives: at the top dose activity, positive = re-replication, actives largely listed as activators; actives 2.9% (n = 350,000); AID 624296; note: potency is the fitted concentration of half-maximal effect; % of control where 0% means no effect; nearly all actives have a fitted effect of over 50% in size
A549 tox = counter-screen for Nrf2 inhibitors: cytotoxicity in A549 cells; A549 ARE-Fluc cells, CellTiter-Fluor viability, 18-24 h; Potency, µM (highest dose often 46 µM), for the others: top-dose activity change, negative = cytotoxicity, actives largely listed as inhibitors; actives 0.16% (n = 390,000); AID 504648; note: potency is the fitted concentration of half-maximal effect; % is set by controls: 0 for no effect and ±100 for the full control effect
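A549 ARE-Fluc cells in 5% FBS OPTI-MEM, 5000 cells/well, rested 2 h then exposed to compounds in concentration-response for 18-24 h at 37 °C. Viability by CellTiter-Fluor fluorescence (Ex 405/Em 525) after 30 min; luciferase luminescence (BugLite, 15 min, RT) read afterwards.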
IL1B secr inh = inflammasome signaling inhibition, IL-1 beta readout. THP-1 LPS/ATP IL-1B secretion, AlphaLISA, 16 h; active compounds read low. AID 743279. activity change, % at 57.5 µM. actives 4.7% (n = 360,000); in the data active = activity change below about -50%; inconclusive = mostly about -30% to -49%; note: % is set by controls: 0 for no effect and ±100 for the full control effect
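THP-1 cells pretreated 1 hr with compounds (up to 57.5 uM final), then stimulated with LPS (250 ng/mL final) plus ATP (1.25 mM final); secreted IL-1B measured by AlphaLISA after 16 hr, decreased signal indicating inhibition.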
ATXN2 expr inh = ATXN2 expression inhibition | actives 0.72% (n = 360,000) | HEK-293 ATXN2-luciferase reporter, luminescence, 24 h | Potency, µM (series often up to 57 µM), for inactives: top-dose activity change, negative = inhibition, usual class: inhibitors; note: potency is the fitted concentration of half-maximal effect; % is set by controls: 0 for no effect and ±100 for the full control effect; nearly all actives have a fitted effect of over 55% in size
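ATXN2-luciferase reporter cells (luciferase flanked by upstream and downstream ATXN2 gene portions) were treated 24 h at 37 °C with compounds at up to 57 uM. SteadyGlo luminescence gave expression; GF-AFC fluorescence gave viability.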
S2 tox = cell viability loss in ATXN counter-screen; AID 651635; Potency, µM (titrated, usually from 56.7 µM), usual class: cytotoxic; actives 0.49% (n = 400,000); S2 cells (HEK-293 line with an ATXN2-luciferase reporter) viability, CellTiter-Fluor protease fluorescence, 24 h; note: potency is the fitted concentration of half-maximal effect; nearly all actives have a fitted effect of over 40% in size
HepG2 viability = HepG2 cytotoxicity, counter-screen for TGF-b inhibitors; HepG2 CAGA-GFP viability, ATP luminescence, 18 h; Potency, µM (titrated, usually from 46.1 µM), for inactives: at the top dose activity change, negative = cytotoxicity, hits mostly cytotoxic; actives 0.76% (n = 410,000); AID 588856; note: potency is the fitted concentration of half-maximal effect; some results filed as inactive show a strong effect at the top dose
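CellTiter-Glo luminescence gave cytotoxicity after 18 hours at 37 degrees C. The cells were HepG2 CAGA-GFP in 1% FBS DMEM, stimulated with 500 pg/mL TGF-beta after compound addition. %Activity was normalised to no-cell wells (complete cell-killing) and DMSO (no toxicity), and curves were fitted and classified.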
Nrf2 ARE act = Nrf2 pathway activation | AREc32 ARE-luciferase reporter (MCF7-derived line), luminescence, 24 h | Potency, µM (highest dose often 46.1 µM), without a hit: top-dose activation, hits mostly activators | actives 0.31% (n = 410,000) | AID 624171; note: potency is the fitted concentration of half-maximal effect; % of control where 0% means no effect; nearly all actives have a fitted effect of over 65% in size
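AREc32 cells carrying an ARE-driven firefly luciferase, 1000 cells/well in OPTI-MEM with 5% FBS, dosed after overnight attachment and incubated 24 hr at 37 deg C. Steady-Glo luminescence read after 30 min at RT.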
Nrf2 inh = inhibitors of Nrf2 signaling; A549 ARE-Fluc reporter, luciferase luminescence, 18-24 h; Potency, µM (top dose mostly 46 µM), for inactives: at the highest dose activity change, negative = inhibition, usual class: inhibitors; actives 2.1% (n = 360,000); AID 504444; note: potency is the fitted concentration of half-maximal effect; % is set by controls: 0 for no effect and ±100 for the full control effect; nearly all actives have a fitted effect of over 60% in size
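Nrf2 activity is the BugLite luminescence, read 15 min after reagent at room temperature, following CellTiter-Fluor cytotoxicity readout (30 min, 37C). Compound titrations were applied for 18-24 h to 5000 A549 ARE_Fluc cells/well in 5% FBS OPTI-MEM.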
TGFb inhibitor = blocks TGF-b signaling. HepG2 CAGA-GFP TGF-b/SMAD3 reporter, GFP fluorescence, 18 h; TGF-beta stimulated, 500 pg/mL final. Potency, µM (doses to about 46.1 µM), for the others: at the highest dose activity, negative = inhibition, most hits filed as inhibitors. actives 1.2% (n = 410,000); note: potency is the fitted concentration of half-maximal effect; % is set by controls: 0 for no effect and ±100 for the full control effect; nearly all actives have a fitted effect of over 65% in size
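GFP signal (ex488/em500-530) from TGF-beta-stimulated HEPG2 CAGA-GFP cells, 500 pg/mL final, 18 h at 37 degrees C in DMEM plus 1% FBS, normalized to unstimulated and DMSO-stimulated controls.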
The depositor's hits bear a star; i = inactive; ? = inconclusive; · = no result given; [ ] = another dose, or the depositor's remark. Unless noted, calls come from the whole dose curve; as a rule, active = well fitted curve in the direction sought with a large enough effect; inconclusive = small, poorly fitted or top-dose-only effect, or another doubt; inactive = no such curve, though single readings can be large; an effect the other way counts as inactive or inconclusive. An unsorted share of the library; overall some 8.8% were active at least once.

entry | structure | Nrf2 inh | A549 tox | Nrf2 ARE act | ATXN2 expr inh | MCF10A rerep | HepG2 viability | IL1B secr inh | TGFb inhibitor | S2 tox
1 | Cc1ccccc1C(=O)Nc1c2c(nc3ccccc13)CCCC2 | 20% | -3% | -0.1% | -4% | -7% | -35% | 26 | -38% | i
2 | COCc1cccc(-c2csc(C(O)c3ccc(OC)cc3)n2)c1 (stereo not given) | · | · | 3.3% | -4% | · | 2% | 17 | -18% | i
3 | COc1ccc(S(=O)(=O)NNC(N)=S)cc1 | 8% | 0% | -0.9% | 18% | -12% | 7% | 6 | -2% | i
4 | CN(C)c1ccc(CN(Cc2ccco2)C(=O)c2ccc(F)cc2)cc1 | -19% | 3% | 9.4% | · | · | -27% | · | · | ·
5 | CCCCn1c(N)c(N(CCOC)C(=O)c2cc(S(=O)(=O)N3CCOCC3)ccc2Cl)c(=O)[nH]c1=O | 4% | -1% | -0.8% | 8% | 7% | -3% | 5 | -1% | i
6 | COc1ccc(NC(=O)NC(C(F)(F)F)C(F)(F)F)cc1 | · | ? | 0.0% | -5% | 12% | 20% | -1 | 14% | i
7 | CCc1ccc(NC(=O)c2sc3nc(C)c(Cl)c(C)c3c2N)cc1 | 3.7µM* | 3% | -0.7% | 34% | · | -21% | · | 1% | i
8 | CCc1c(-c2ccccc2)nc(N)c(C#N)c1-c1cccs1 | ? | -26% | 2.0% | -9% | 2% | -17% | 52 | -14% | i
9 | Cc1nnsc1S(=O)(=O)Cc1ccccc1C(F)(F)F | -13% | 1% | 11% | -6%[11.3 µM] | 0% | -7% | -2 | -6% | ?
10 | CCCCn1ccnc1C(=O)c1cccc(S(=O)(=O)N2CC(C)CC(C)C2)c1 (stereo not given) | -85% | -14% | 0.0% | -14% | 29% | -29% | -12 | -12% | i
11 | Cc1ccc(OC(=O)c2ccc(Cl)c([N+](=O)[O-])c2)cn1 | -13% | -2% | 9.7% | 9% | 29% | 0% | 14 | -15% | i
12 | O=C(CN1CCc2cc3c(cc2C1)OCCCO3)Nc1ccc(S(=O)(=O)N2CCCC2)cc1 | -17% | 5% | -0.7% | -22% | 8% | 1% | 22 | -6% | i
13 | O=C(COc1ccccc1)Nc1nc(-c2cccs2)cs1 | -18% | -3% | 6.0% | 14% | 8% | -8% | -1 | -18% | i
14 | COc1ccc2oc(C(=O)OCC(=O)Nc3cccc(S(=O)(=O)N4CCOCC4)c3)c(C)c2c1 | -10% | -9% | 2.7% | -1% | -32%[inhibitor] | -3% | 26 | -4% | i
15 | CCOC(=O)c1c[nH]c2ccc([N+](=O)[O-])cc12 | -11% | 1% | 18% | 0% | 6% | -6% | -22 | 0% | i
16 | Cc1nc(-c2ccc(S(=O)(=O)Nc3ccc(Br)cc3Cl)s2)cs1 | -22% | 4% | 0.3% | 1% | ? | -19% | 8 | ? | i
17 | Cc1csc(NC(=O)C2CCCN2C(=O)Oc2ccccc2)n1 (stereo not given) | 9% | -1% | -0.4% | 4% | 8% | 6% | 13 | -16% | i
18 | Cc1nn2cnc3sc4c(c3c2nc1=O)CCCC4 | 2% | -4% | -1.2% | 4% | 2% | 2% | 19 | -1% | i
19 | Cc1ccc(C2SCC(C(=O)O)N2C(=O)c2ccc(F)cc2)cc1 (stereo not given) | 8% | -11% | -0.8% | 0% | 1% | 2% | 15 | 3% | i
20 | O=C(Nc1nnc(SCCC2OCCO2)s1)C1CC(=O)N(c2ccccc2)C1 (stereo not given) | 9% | 10% | -0.1% | 0% | 4% | 4% | 0 | -4% | i

Given with values under each structure: part of the list above.
Each structure is followed by: Nrf2 inh	A549 tox	Nrf2 ARE act	ATXN2 expr inh	MCF10A rerep	HepG2 viability	IL1B secr inh	TGFb inhibitor	S2 tox
20	O=C(Nc1nnc(SCCC2OCCO2)s1)C1CC(=O)N(c2ccccc2)C1 (stereo not given)
→ 9%	10%	-0.1%	0%	4%	4%	0	-4%	i
11	Cc1ccc(OC(=O)c2ccc(Cl)c([N+](=O)[O-])c2)cn1
→ -13%	-2%	9.7%	9%	29%	0%	14	-15%	i
16	Cc1nc(-c2ccc(S(=O)(=O)Nc3ccc(Br)cc3Cl)s2)cs1
→ -22%	4%	0.3%	1%	?	-19%	8	?	i
13	O=C(COc1ccccc1)Nc1nc(-c2cccs2)cs1
→ -18%	-3%	6.0%	14%	8%	-8%	-1	-18%	i
14	COc1ccc2oc(C(=O)OCC(=O)Nc3cccc(S(=O)(=O)N4CCOCC4)c3)c(C)c2c1
→ -10%	-9%	2.7%	-1%	-32%[inhibitor]	-3%	26	-4%	i

(list continues)
entry | structure | Nrf2 inh | A549 tox | Nrf2 ARE act | ATXN2 expr inh | MCF10A rerep | HepG2 viability | IL1B secr inh | TGFb inhibitor | S2 tox
21 | O=C(c1ccco1)N1CCN(Cc2nc(Cc3ccccc3)no2)CC1 | ? | ? | -0.8% | · | 4% | -1% | 8 | -6% | i
22 | O=C(NCCCCNC(=O)C1CCCC1)C1CCCC1 | 2% | -22% | -0.6% | 5% | -1% | 4% | 20 | 3% | i
23 | FC(F)(F)c1nc2ccccc2nc1N/N=C/c1ccc(Cl)cc1 | · | -2% | 7.4% | -5% | 7% | -46% | 15 | -17% | i
24 | O=C1CC(C(=O)N(c2ccccc2)C(C(=O)NC2CCCC2)c2ccncc2)CS1 (stereo not given) | 10% | 8% | 0.2% | -2% | -4% | -1% | ? | -4% | i
25 | Cn1c(COc2ccc(F)cc2)nc2ccccc21 | ? | 13% | 3.4%[9.22 µM] | 39%[activator] | -13% | -20% | -22 | 5% | i
26 | Nc1nc(Br)c2c(F)cccc2c1-c1ccccc1 | 5% | ? | 2.7% | 3% | ? | -53% | 18 | -21% | i
27 | CN(NS(=O)(=O)c1ccc(Cl)cc1)c1cnn(C)c(=O)c1Cl | 3% | 2% | -0.5% | -21% | ? | 10% | 4 | 5% | i
28 | CCN(CC)CCN(Cc1cc2cc(C)ccc2[nH]c1=O)C(=S)Nc1ccccc1 | ? | -1% | -0.3% | -19% | -2% | -24% | ? | -4% | ?
29 | O=C(NCc1cccnc1)C(=O)NCC1OCCCN1S(=O)(=O)c1cc(F)ccc1F (stereo not given) | · | · | -0.2% | · | · | -13% | 14 | 9% | i
30 | COC(=O)c1ccccc1NC(=O)Nc1ccc2c(c1)OCO2 | ? | -6% | -0.6% | -18% | -1% | -8% | -22 | -4% | i
31 | COc1cc(C)c(C(N)=O)c(OC)n1 | -4% | -1% | 0.0% | -6% | -180%[0.0737 µM] | 13% | 4 | -9% | i
32 | CC1(C(=O)NC2CCCC2)CCC(=O)N1CCOc1ccccc1 (stereo not given) | · | · | -0.3% | -8% | · | 5% | -10 | 0% | i
33 | C[C@H](CO)N1C[C@H](C)[C@@H](CN(C)S(=O)(=O)c2cccs2)Oc2ccc(NS(=O)(=O)c3ccccc3)cc2C1=O | -20% | 1% | 4.5% | -5% | 0% | 1% | -17 | 4% | i
34 | CCc1ccc(N(CC(=O)NCc2cccnc2)S(=O)(=O)c2ccccc2)cc1 | 0% | 4% | 2.6% | 1% | -6% | -25% | -7 | -20% | i
35 | O=C1C(C=NCc2ccccn2)=C(O)c2ccccc21 | ? | -7% | ? | 24% | -3% | 1% | 0 | 4% | i
36 | O=C(COC(=O)c1cccc(S(=O)(=O)N2CCCC2)c1)Nc1ccc(Cl)cc1 | · | · | -2.0% | · | · | -17% | -8 | -10% | i
37 | Cc1nnc(SCCCn2c(N3CCCCC3)nc3c2c(=O)[nH]c(=O)n3C)s1 | 24% | -7% | 0.0% | -4% | -1% | 7% | 15 | 2% | i
38 | CCOC(=O)c1ccccc1NC(=O)c1cc2ccc3cccnc3c2[nH]1 | 8% | 12% | 0.5% | · | · | -5% | · | -2% | ·
39 | O=C(Nc1ccccc1)C1CCN(C(=O)c2ccccc2)CC1 | 20% | 0% | -0.6% | 5% | 2% | -2% | -1 | 1% | i
40 | Cc1onc(-c2ccccc2Cl)c1C(=O)Nc1ccc(-c2nnc3n2CCCCC3)cc1 | 14% | -2% | -0.4% | 4% | 26% | 7% | -5 | 6% | i
41 | O=C(Nc1ccccc1Cc1ccccc1)c1ccccc1NS(=O)(=O)c1ccc(Cl)s1 | 18µM* | ? | 4.1% | ? | 9.2µM* | -25% | -26 | 4.5µM* | i
42 | COCCCN1C(=O)C(CC(=O)NCC2CCCCC2)CC(C(=O)N(C)C)=C1C (stereo not given) | · | · | -1.1% | 9% | · | 3% | 16 | 17% | i
43 | CC(C)(C)NC(=O)CSc1nc(O)cc(=O)n1-c1ccccc1 | 7% | -4% | -0.1% | 0% | -14% | -12% | 23 | 0% | i
44 | Cc1ccccc1NC(=O)COC(=O)c1cc(S(=O)(=O)N2CCOCC2)ccc1C | 10% | -2% | -0.4% | -8% | 7% | 0% | -12 | 4% | i
45 | NC(=O)CC(NC(=O)Cc1ccc(Br)cc1)c1ccc(NCCc2ccc(Cl)cc2)c([N+](=O)[O-])c1 (stereo not given) | -7% | 1% | 0.4% | -2% | ? | -8% | -7 | -62% | i
46 | O=C(Oc1coc(CSc2ncccn2)cc1=O)c1ccc(Br)o1 | 2% | -1% | -0.8% | -2% | 0% | 6% | 29 | 10% | ?
47 | CCCCS(=O)(=O)Nc1ccc2ncn(C)c(=O)c2c1 | -17% | 0% | 0.1% | 2% | 11% | 0% | 29 | -6% | i
48 | O=C(NC1CCN(C(=O)NCc2ccccc2)CC1)c1cccc(F)c1 | -2% | 4% | 1.0% | -4% | -3% | 8% | 20 | 3% | i
49 | CCOc1ccc(NC(=O)c2c(OC)cccc2OC)cc1 | -18% | 1% | 0.2% | -4% | 0.65µM* | -26% | 42 | -22% | i
50 | CCO[C@H]1OC(C(=O)NC2CC2)=C[C@@H](C2CC2)[C@@H]1CCCO | 5% | -3% | 0.5% | 9% | 4% | -1% | 18 | -9% | i
